Assay outcomes: PubChem, National Center for Advancing Translational Sciences (NCATS)
Epigenetic reg = regulators of epigenetic silencing causing reporter derepression in mouse cells; murine LDR cells, GFP reporter derepression, 30 h; Potency, µM (highest dose often 53.9 µM), for the others: top-dose GFP activation, usual class: activators; 280,000 tested, 0.2% active; AID 1865; note: potency is the fitted concentration of half-maximal effect; % of control where 0% means no effect; nearly all actives have a fitted effect of over 60% in size
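In this reporter-derepression format, murine cells bearing a silenced integrated CMV-GFP locus incubate with test compound (30 h, 37 C), then are washed and imaged; fluorescent objects of 20–120 um count as induced cells.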
Luc counter = blocks Kinase-Glo luciferase, a counter-screen artifact | Q27757 | Kinase-Glo luciferase, ATP luminescence, 8 min | Potency, µM (doses to about 38.3 µM), for inactives: at the top dose activity change, negative = inhibition, usual class: inhibitors | 200,000 tested, 0.28% active; note: potency is the fitted concentration of half-maximal effect; % is set by controls: 0 for no effect and ±100 for the full control effect; nearly all actives have a fitted effect of over 60% in size
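Recombinant Kinase-Glo luciferase, 10 uM ATP (linear range), luciferin; imidazole pH 7.2 / KCl / MgCl2 / Tween / BSA buffer; 8 min RT; luminescence.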
CBFb RUNX1 block = inhibitors of human CBF-beta and RUNX1 interaction | Q01196+Q13951 | AlphaScreen CBFb-His/RUNX1-biotin binding, biochemical | Potency, µM (titrated, usually from 59.8 µM), inactives show top-dose activity, negative = inhibition, hits mostly inhibitors | 230,000 tested, under 10 active; note: % of control where 0% means no effect
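Room-temperature protein-protein interaction test with 30 nM each of His-tagged CBF-beta and biotinylated RUNX1, 15 min with compound, then 90 min with nickel plus streptavidin beads. Signal read in AlphaScreen mode.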
Lamin A splicing = changes lamin A minigene splicing in HeLa cells; HeLa LMNA splicing GFP/RFP minigene ratio, 48 h; Potency, µM (series often up to 46.1 µM), for the others: at the top dose ratio change, negative = inhibition, hits mostly inhibitors; AID 1487; 200,000 tested, 0.01% active; active = well fitted inhibition curve with a large enough effect in the signal ratio, with a control signal flat, not every such curve was filed as active; inconclusive = small, poorly fitted or top-dose-only effect, or effect the other way, or a change in a side signal; the % refers to the signal ratio; note: potency is the fitted concentration of half-maximal effect; % is set by controls: 0 for no effect and ±100 for the full control effect
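Read-out is the ratio of GFP to DsRed2 object intensity, acquired by 488 nm laser-scanning cytometry on HeLa lamin A-EGFP minigene reporter cells. Compound incubation 48 hrs at 37 °C in Opti-MEM with 2% FBS; DMSO 0.5% final.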
IMPase Li inh = membrane-permeable IMPase blocker, potentiated with lithium. CHO-M1 cells, IP1 TR-FRET (IP-One), carbachol + lithium. Potency, µM (series often up to 59.4 µM), without a hit: at the top dose activity, negative = IMPase inhibition, usual class: inhibitors. 210,000 tested, 0.35% active;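 note: IP1 builds up when IMPase is blocked and the TR-FRET signal falls; potency is the fitted concentration of half-maximal effect; plate controls were basal vehicle for no effect and high inhibitor control for full effect; nearly all actives have a fitted effect of over 50% in size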
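CHO cells stably expressing M1 receptor (2000/well) were cultured 16–30 h, then exposed to compounds with a small lithium addition for 30 min at 37C. IP1 was measured by TR-FRET competition; AC50 from Hill fits.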
NPSR antagonist = blocks cAMP signaling of the human neuropeptide S receptor; CHO-NPSR cells, cAMP TR-FRET, antagonist mode; Potency, µM (top dose mostly 38.3 µM), for inactives: top-dose activity change, negative = inhibition, actives largely listed as inhibitors; 220,000 tested, 1% active; Q6W5P4; note: potency is the fitted concentration of half-maximal effect; % is set by controls: 0 for no effect and ±100 for the full control effect; nearly all actives have a fitted effect of over 50% in size; many of its hits are not listed in these tables
GLA spleen mod = inhibitors or activators of human alpha-galactosidase in spleen homogenate | P06280 | human spleen homogenate, 4MU-alpha-Gal fluorescence, 40 min | Potency, µM (doses to about 80 µM), without a hit: at the highest dose activity change, negative = inhibition, hits mostly inhibitors | 240,000 tested, 0.008% active | AID 2107;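 note: potency is the fitted concentration of half-maximal effect; 0% = enzyme with vehicle and -100% = no enzyme basal signal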
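Inhibition or activation of alpha-galactosidase in human spleen homogenate is scored by 4-MU fluorescence after 40 min at 37C, pH 5.0, with 1 mM substrate. AC50s come from concentration-response fitted to the Hill equation.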
Numbers without * were called inactive; ? = inconclusive; . = no result given; & = joins results of further samples; [ ] = dose if it differs, or a comment. Unless noted, calls come from the whole dose curve; as a rule, active = well fitted curve in the direction sought with a large enough effect; inconclusive = small, poorly fitted or top-dose-only effect, or another doubt; inactive = no such curve, though single readings can be large; an effect the other way counts as inactive or inconclusive. Some of the compounds tested, so the mix of outcomes need not match the whole.

Compound,Epigenetic reg,Luc counter,CBFb RUNX1 block,Lamin A splicing,IMPase Li inh,NPSR antagonist,GLA spleen mod
CCCCN(C)CCNC(=O)c1ccc2c(c1)NC(=O)C(N1CCCCC1)S2 (stereo not given),-0.9%,-4%,3%,1%,-6%[38.3 µM],3%[46.1 µM],-8%
CCOC(=O)N1CCN(C(=O)CS(=O)(=O)c2cn(Cc3ccc(Cl)cc3)c3ccccc23)CC1,-0.8%,4%,14%,?,23%[38.3 µM],-13%[46.1 µM],-2%
COc1ccc(C2C(C(C)=O)=C(C)N=c3s/c(=C\c4ccco4)c(=O)n32)c(OC)c1 (stereo not given),-7.2%,-3%,?,19%,11%[38.3 µM],?,-5%
Cc1nn(C)cc1NC(=O)c1nn(C)cc1[N+](=O)[O-],-1.0%,-5%,0%,4%,1%,9%,7%
Cc1ccc(O)c(NC(=O)c2cccc(S(=O)(=O)N3CCCCC3)c2)c1,1.1%,0%,0%,-15%,19%[38.3 µM],-12%[46.1 µM],1%
CCOc1ccc(CNC(=O)CCS(=O)(=O)Cc2cccc(Cl)c2)cc1OC,5.2%,-6%,2%,.,-3%,6%,-3%
N/C(=N\OC(=O)CCC1CCCC1)c1cccnc1,-0.1%,-3%,6%,-10%,6%,22%,-5%
COc1ccc(CCNC(=O)CSc2nc3ccccc3o2)cc1,-1.0%,-3%,1%,-2%,5%[38.3 µM],-10%[46.1 µM],0%

More compounds.
Compound,Epigenetic reg,Luc counter,CBFb RUNX1 block,Lamin A splicing,IMPase Li inh,NPSR antagonist,GLA spleen mod
CC(CC(=O)Nc1ncc([N+](=O)[O-])s1)c1ccccc1 (stereo not given),0.0%,0%,1%,?,17%,?,-7%
COC(=O)CC1=NN(c2ccc(OC)cc2)C(=O)C1,2.8%,2%,0%,.,-10%,4%,-6%
Cc1ccc(OCC(=O)n2nc(C)cc2C)c(C)c1,0.0%,-2%,7%,?,-1%[38.3 µM],-7%[46.1 µM],2%
CC(NC(=O)COC(=O)C1CCN(S(=O)(=O)c2ccccc2C(F)(F)F)CC1)c1ccccc1 (stereo not given),1.0%,3%,12%,13%,12%,6%,1%
S=c1[nH]nc(-c2ccco2)n1/N=C/c1cccs1,2.0%,4%,-13%,-8%,-3%,7%,3%
COc1ccc(/C=N/NC(=O)c2ccccc2[N+](=O)[O-])cc1CN1CCc2cc(OC)c(OC)cc2C1C (stereo not given),-3.5%,-1%,-10%,1%[46 µM],3%,-7%,1%
Cc1cc(C(F)(F)F)n2ncc(C(=O)O)c2n1,-5.5%,-1%,1%,-4%,6%[38.3 µM],-5%[46.1 µM],7%
O=C(O)c1cnn2c(-c3ccc(F)cc3)ccnc12,-2.8%,1%,-23%,.,-12%,6%,0%

Other entries.
Compound,Epigenetic reg,Luc counter,CBFb RUNX1 block,Lamin A splicing,IMPase Li inh,NPSR antagonist,GLA spleen mod
COC(=O)c1cc(OC)c(OC)cc1NC(=O)c1ccco1,0.0%,-2%,7%,2%,12%[38.3 µM],-3%[46.1 µM],-19%
c1ccc(Cc2nnc(N3CCOCC3)c3ccccc23)cc1,0.7%,5%,0%,5%,14%[38.3 µM],-12%[46.1 µM],-7%
COC(=O)C1C(=O)NCC1c1ccccc1 (stereo not given),-0.7%,2%,3%,2%,-1%[38.3 µM],-1%[46.1 µM],-8%
O=Cc1ccnc(-c2ccc(OC(=O)c3ccco3)cc2)n1,-1.3%,-9%,-7%,?,0%,-32%,-2%
CCCCCC(O)(CCN1CCCCC1)c1ccc(OCC)cc1 (stereo not given),-1.2%,2%,-9%,.,8%,0%,-18%
Cc1cc(C)c(NC(=O)c2ccccc2C(=O)c2ccccc2)c(C)c1,-0.2%,3%,1%,-12%[46 µM],12%,-49%,2%
Cc1cc(NC(=S)NC(=O)c2ccco2)c2ccccc2n1,0.0%,2%,4%,2%[9.22 µM],5%,-10%,-3%
CNC(=O)c1ccc2snnc2c1,11%,1%,-1%,4%,-8%[38.3 µM],1%[46.1 µM],0%

(more compounds)
Compound,Epigenetic reg,Luc counter,CBFb RUNX1 block,Lamin A splicing,IMPase Li inh,NPSR antagonist,GLA spleen mod
O=C(Nn1cnc2ccccc2c1=O)c1ccccc1[N+](=O)[O-],0.0%,-5%,0%,-17%[9.22 µM],3%,4%,7%
CCCc1ncc(C(O)c2ccccc2OC)n1C (stereo not given),0.0%,3%,4%,1%[46 µM],12%,8%,1%
O=C(CSc1ccc(-c2ccco2)nn1)c1ccc(F)cc1,-1.0%,2%,?,-6%,8%,-4%,-8%
COc1ccc(NC(=O)CC2C(=O)N(Cc3ccccc3)C(=S)N2CCN2CCOCC2)cc1 (stereo not given),-1.0%,2%,-9%,.,-1%,-34%,5%
COc1ccc(N2C(=O)C3C4C=CC(c5ccccc5)(C3C2=O)C2C(=O)N(c3ccc(OC)cc3)C(=O)C42)cc1 (stereo not given),-1.1%,-6%,-4%,-2%[46 µM],3%,-8%,4%
O=C(CNC(=O)C1COc2ccccc2O1)N/N=C\c1cccc(O)c1 (stereo not given),3.0%,-2%,4%,-13%,-5%,9%,5%
CCCCNC(=O)CSc1nccn1Cc1ccccc1,-1.9%,3%,2%,-2%,16%[38.3 µM],-13%[46.1 µM],6%
Cc1cccc(C)c1Nc1nnc(SCC(=O)Nc2cc(S(=O)(=O)N3CCCCC3)ccc2Cl)s1,0.9%,3%,-2%,?,8%,-15%,8%

(further entries)
Compound,Epigenetic reg,Luc counter,CBFb RUNX1 block,Lamin A splicing,IMPase Li inh,NPSR antagonist,GLA spleen mod
COC(=O)C1(CCSC)NC(c2ccco2)C2C(=O)N(C)C(=O)C21 (stereo not given),0.9%,0%,0%,3%,-8%[38.3 µM],13%[46.1 µM],7%
S=c1[nH]nc(-c2ccc(Br)o2)n1Cc1ccccc1,-1.0%,0%,-2%,?,24%[38.3 µM],-3%[46.1 µM],2%
Cc1ccc(C(=O)CSc2nnnn2C(C)C)c(C)c1,0.0%,1%,12%,-5%,16%,-8%[46.1 µM],3%
O=C(c1ccco1)n1nc(-c2ccc(Cl)cc2)nc1NCc1ccco1,0.0%,-3%,5%,5%,-6%[38.3 µM],?,4%
O=C(CCNc1ccc(Cc2ccncc2)cc1)c1cccc([N+](=O)[O-])c1,-1.9%,2%,?,?,17%,-1%,4%
Cc1nn(CC(=O)NCc2ccc(Cl)cc2)c(C)c1[N+](=O)[O-],-1.3%,-3%,-1%,?,-10%,2%,-4%
CC1CCN(C(=O)CCc2nnc(-c3ccccc3)o2)CC1,0.0%,-1%,6%,3%[46 µM],4%,-18%,1%
N/C(=N\NC(=O)c1ccc(F)cc1)c1cc2ccccc2oc1=O,-6.4%,0%,1%,.,-3%,-13%,-6%

(more compounds)
Compound,Epigenetic reg,Luc counter,CBFb RUNX1 block,Lamin A splicing,IMPase Li inh,NPSR antagonist,GLA spleen mod
CCCCOC(=O)C1CCCC(C)N1 (stereo not given),-0.3%,6%,1%,5%,-16%[38.3 µM],-6%[46.1 µM],-1%
O=C(O)Cn1c(SCc2ccccc2)nc2ccccc21,0.0%,1%,3%,0%,14%[38.3 µM],2%[46.1 µM],-1%
Nc1c(C(=O)Nc2ccccc2)sc2nc(-c3cccnc3)ccc12,3.5µM*,.,9%,.,.,-7%,5%
Cc1ccnc(NC(=O)c2cccs2)c1,-1.4%,?,2%,0%,-1%[38.3 µM],5%[46.1 µM],5%
O=C(Nc1cccnc1)OC1CCCCC1,9.0%,-2%,9%,.,15%,10%,1%
O=C(Cn1nnc2ccccc21)N/N=C/c1ccco1,8.5%,-1%,0%,-11%,6%,21%,4%
CSc1nnc(CNC(=O)c2ccccc2)n1-c1ccc(F)cc1,0.0%,2%,5%,-1%,4%[38.3 µM],-3%[46.1 µM],4%
COc1ccc(NC(=O)NCc2ccncc2)c(OC)c1,-2.3%,-4%,0%,14%,-3%[38.3 µM],-6%[46.1 µM],4%

Remaining list, next part:
Compound,Epigenetic reg,Luc counter,CBFb RUNX1 block,Lamin A splicing,IMPase Li inh,NPSR antagonist,GLA spleen mod
N#Cc1ccc(CN2CCC3(CC2)CCN(C(=O)c2cccc(F)c2)CC3)cc1,.,-4%,.,.,29%,.,13%
C=CCn1c(O)c(C2=c3ccccc3=NC2=O)sc1=Nc1ccc(O)cc1,?,.,3%,.,.,?,-1%
CCOc1ccc(C(=O)NCC(C)CN(C)C)cc1OCC (stereo not given),-0.8%,1%,7%,12%,6%[38.3 µM],0%[46.1 µM],3%
C=C/C(C)=C/[C@@]1(C)SC(=O)C(C)=C1O,1.0%,-4%,?,-20%,-2%,-15%[46.1 µM],5%
Cc1cc(Cl)ccc1N1C(=O)CC(SCCC(=O)O)C1=O (stereo not given),-1.0%,4%,4%,-5%,16%[38.3 µM],4%[46.1 µM],4%
CCSc1nc2c(cnn2-c2ccccc2)c(=O)n1N,-1.6%,.,2%,.,.,-1%,2%
c1ccc(N2CC3CCc4ccccc4C3=N2)cc1 (stereo not given),2.1%,.,?,-6%[46 µM],.,-25%,?
C[n+]1cccc2ccc3c(c21)OC(N)=C(C#N)C3c1ccccc1 (stereo not given),7.3%,.,-1%,.,.,-2%,2%

Additional structures
Compound,Epigenetic reg,Luc counter,CBFb RUNX1 block,Lamin A splicing,IMPase Li inh,NPSR antagonist,GLA spleen mod
CC(=O)Nc1nnc(-c2ccccn2)o1,1.1%,1%,13%,-15%,-1%,6%,5%
Cc1nc2cnc(N(C)C)nc2n(C[C@H]2CCCO2)c1=O,.,.,.,-14%,-6%,.,7%
Clc1ccc(/C=C/c2ncc3ccccn23)cc1,1.1%,0%,1%,.,1%,23%,5%
COc1ccc(C2CC(=O)C3=C(C2)NC(C)=C(C#N)C3c2ccc(N(C)C)cc2)cc1 (stereo not given),-1.7%,1%,3%,12%,-15%[38.3 µM],?,3%
CCC(Sc1nccn1C)C(=O)Nc1ccc(Cl)cn1 (stereo not given),2.1%,-1%,4%,18%[46 µM],0%,5%,-6%
CCN(CC)CC#CCOC(=O)C(O)(c1ccccc1)C1CCCCC1 (stereo not given),0.0%&-0.1%,-1%&-2%,12%&-1%,-2%&-15%,22%&31%,?,-10%&13%
CC(=O)CSc1ccc(C(=O)O)cn1,-0.7%,9%,1%,-9%,-4%,8%,2%
O=C1c2ccccc2-c2n[nH]c3cccc1c23,-0.2%&0.0%&1.1%&1.4%,-1%&-3%,9%,?,-9%&-13%&-22%&-6%,-10%[46.1 µM],12%&10%&0%&2%

Limited to IMPase Li inh and CBFb RUNX1 block, for some of the entries so far:
Structure	IMPase Li inh	CBFb RUNX1 block
CC(=O)Nc1nnc(-c2ccccn2)o1	-1%	13%
Cc1nc2cnc(N(C)C)nc2n(C[C@H]2CCCO2)c1=O	-6%	.
Clc1ccc(/C=C/c2ncc3ccccn23)cc1	1%	1%
